Screening data as filed in PubChem BioAssay.
Chronic BCR inh – qHTS Assay to Find Inhibitors of Chronic Active B-Cell Receptor Signaling; ABC-DLBCL IkBa-CBG/CBR reporter, luminescence ratio, 4 h; Potency, µM (series often up to 46.1 µM), for the others: top-dose ratio change, negative = lower green/red ratio, most hits filed as inhibitors; 0.05% of 340,000 active; active means well fitted inhibition curve with a large enough effect in the signal ratio, with a control signal flat, not every such curve was filed as active; inconclusive means small, poorly fitted or top-dose-only effect, or effect the other way, or a change in a side signal; the % refers to the signal ratio;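 further: potency means the concentration at half of the fitted maximal effect; plate controls were basal doxycycline-induced cells for no effect and cells given 10 µM MG132 for full effect; MG132 reads +100%, hits lower the ratio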
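Doxycycline induced both beetle luciferases in TMD8 lymphoma cells; IKK-driven degradation limits the IkappaBalpha-fused green signal, while red luminescence normalises for cell number and nonspecific effects. Compounds tested up to 46 uM, 4 hrs.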
PTAP TSG101 blk – qHTS Assay for Iinhibitors of HIV-1 Budding by Blocking the Interaction of PTAP/TSG101; Fluorescence polarization, FITC-PTAP peptide / Tsg101 binding; Potency, µM (series often up to 115 µM), without a hit: top-dose activity change, negative = inhibition, hits mostly inhibitors; 340,000 tested, under 10 active; AID 493005, 2010; active means well fitted inhibition curve with a large enough effect in the main read-out, with a control signal flat, not every such curve was filed as active; inconclusive means small, poorly fitted or top-dose-only effect, or effect the other way, or a change in a side signal; inactive means no such curve, though single readings can be large or run the other way; further: potency means the concentration at half of the fitted maximal effect; % of control where 0% means no effect
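Tsg101 binding domain (10 uM final) was mixed with compound and a FITC-labeled PTAP peptide (50 nM final) in HEPES pH 7.5 buffer with NaCl, Tween 20, EDTA and TCEP; fluorescence polarization was read after 20 min at r.t.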
TSHR antag – Antagonists of the Thyroid Stimulating Hormone Receptor: HTS campaign. Thyrotropin receptor (Homo sapiens), P16473. TSHR-expressing cells, TSH-stimulated cAMP HTRF, 2 h; hits give low values. activity change, negative = inhibition, % at 11.5 µM. 0.2% of 330,000 active. AID 504810, 2011;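 active means activity change below a set negative limit, meaning inhibition stronger than a set level, cut at about -70% in these data; inconclusive means activity change between two set negative limits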; further: on the % scale 0 is the no-effect control and ±100 the full control effect
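Competitive HTRF cAMP read-out (cryptate anti-cAMP antibody, cAMP-d2; 30 min, room temperature) in freshly harvested TSHR cells. Compounds added before TSH at EC80 (4nM final), followed by 2 hours' incubation at 37 deg C.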
B2AR arrestin – qHTS assay of beta-arrestin-biased ligands of beta2-adrenergic receptor. Beta-2 adrenergic receptor (Homo sapiens), P07550. 0.02% of 330,000 active. Potency, µM (titrated, usually from 46.1 µM), for the others: top-dose activation, usual class: activators. beta-arrestin recruitment to beta2AR, cell-based reporter;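 further: potency means the concentration at half of the fitted maximal effect; 0% = DMSO controls and full agonism = EC100 isoproterenol or metaproterenol; nearly all actives have a fitted effect of over 65% in size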
Eya2 inh – qHTS Assay for Inhibitors of the Phosphatase Activity of Eya2 | Protein phosphatase EYA2 (Homo sapiens), O00167 | recombinant Eya2, OMFP fluorescence dephosphorylation (OMFP is methylfluorescein phosphate) | Potency, µM (top dose mostly 76.9 µM), for inactives: at the top dose activity, negative = inhibition, most hits filed as inhibitors | 0.006% of 330,000 active; further: potency means the concentration at half of the fitted maximal effect; on the % scale 0 is the no-effect control and ±100 the full control effect
Target sequence (O00167 whole entry, looked up): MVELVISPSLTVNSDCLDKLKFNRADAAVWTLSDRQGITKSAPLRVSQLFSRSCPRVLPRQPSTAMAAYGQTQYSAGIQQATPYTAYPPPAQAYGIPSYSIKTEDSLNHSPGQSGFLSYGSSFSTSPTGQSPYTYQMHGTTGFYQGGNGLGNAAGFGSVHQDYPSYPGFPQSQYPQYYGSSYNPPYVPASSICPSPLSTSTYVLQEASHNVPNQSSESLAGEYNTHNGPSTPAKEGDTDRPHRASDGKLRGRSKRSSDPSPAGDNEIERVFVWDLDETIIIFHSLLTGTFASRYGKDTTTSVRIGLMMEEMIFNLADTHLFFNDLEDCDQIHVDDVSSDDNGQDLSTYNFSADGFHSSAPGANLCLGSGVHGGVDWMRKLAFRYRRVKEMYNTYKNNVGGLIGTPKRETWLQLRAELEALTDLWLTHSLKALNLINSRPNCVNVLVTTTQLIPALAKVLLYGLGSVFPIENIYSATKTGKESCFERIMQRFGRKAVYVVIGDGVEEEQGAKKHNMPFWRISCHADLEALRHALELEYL
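Eya2 (0.2 uM) preincubated 10 min at ambient with compound, then OMFP substrate added at 50 uM; 10 min reaction in 50 mM HEPES pH 7.5, 50 mM NaCl, 5 uM MgCl2, 0.05% BSA, 1 mM DTT. Fluorescence read at Ex 485/Em 525 nm.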
ELG1 DNA repair – qHTS screen for small molecules that inhibit ELG1-dependent DNA repair in human embryonic kidney (HEK293T) cells expressing luciferase-tagged ELG1. HEK293T ELG1-luciferase reporter, luminescence, 16 h; DNA damage induced by 5-fluorouridine. 2.3% of 330,000 active. Potency, µM (doses to about 46.1 µM), inactives show at the highest dose activity change, negative = inhibition, hits mostly inhibitors. AID 504467, 2011; further: potency means the concentration at half of the fitted maximal effect; on the % scale 0 is the no-effect control and ±100 the full control effect; nearly all actives have a fitted effect of over 55% in size
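5-Fluorouridine DNA damage + compound/DMSO, 2,000 cells/well, 16 h, 37 °C/5% CO2. ONE-Glo, 30 min RT, luminescence. Readout = decrease in reporter signal.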
TCR activator – Activators of T cell receptors: qHTS campaign; Potency, µM (series often up to 9.22 µM), for the others: at the top dose activation of IL-2 secretion, usual class: activators; AID 504894, 2011; 330,000 tested, under 10 active; primary human leukocytes, anti-CD3, IL-2 HTRF, 48 h; further: % of control where 0% means no effect
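1) Mix primary human leukocytes, a-CD3 beads and compound. 2) Incubate 48 hr. 3) Add HTRF IL-2 reagents (a-IL-2-K, a-IL-2-d2).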
uPA surface inh – qHTS for Inhibitors of Cell Surface uPA Generation; cell surface uPA generation assay, qHTS; Potency, µM (series often up to 38.3 µM), for inactives: at the top dose activity change, negative = inhibition, most hits filed as inhibitors; 0.31% of 330,000 active; AID 540303, 2011; active means well fitted inhibition curve with a large enough effect; inconclusive means small, poorly fitted or top-dose-only effect; inactive means no such curve, though single readings can be large or run the other way; tested in mouse RAW 264.7 cells; further: potency means the concentration at half of the fitted maximal effect; on the % scale 0 is the no-effect control and ±100 the full control effect; nearly all actives have a fitted effect of over 55% in size
USP2a inh – qHTS Assay for Inhibitors of Ubiquitin-specific Protease USP2a Using CHOP2 as the Reporter; USP2 core, Ub-CHOP2 coupled fluorogenic reporter, 485/531; Ubiquitin carboxyl-terminal hydrolase 2 (Homo sapiens), O75604; 0.01% of 330,000 active; Potency, µM (highest dose often 38.3 µM), inactives show at the top dose activity change, negative = inhibition, actives largely listed as inhibitors;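 further: potency means the concentration at half of the fitted maximal effect; plate controls were DMSO wells for no effect and full inhibition by NEM control for full effect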
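Cell-free coupled assay: 10nM USP2 core preincubated 30min RT with compound in Tris-HCl pH 8.0/CaCl2/CHAPS buffer, then 25nM Ub-CHOP2 and 25nM reporter substrate; fluorescence (Ex 485/Em 531) read after 60min RT, normalized to NEM inhibition, concentration-response curves fitted.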
Mito fusion yeast – qHTS Assay for Small Molecule Inhibitors of Mitochondrial Division or Activators of Mitochondrial Fusion. Potency, µM (doses to about 46.1 µM), for inactives: top-dose growth rescue (activation), most hits filed as activators. S. cerevisiae fusion-defective mutant growth rescue, CellTiterGlo 48 h. 0.23% of 320,000 active;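 further: potency means the concentration at half of the fitted maximal effect; % of control where 0% means no effect; nearly all actives have a fitted effect of over 45% in size; temperature-sensitive fusion mutants such as fzo1-1 at 37 °C on non-fermentable ethanol glycerol medium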
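S. cerevisiae fusion-defective temperature-sensitive mutants (e.g. fzo1-1, mgm1-5) grown 48 h at 37C in YPEG (ethanol/glycerol non-fermentable) medium with 23 nl compound per well; growth rescue read as CellTiterGlo luminescence.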
Tb PFK block – qHTS Assay to Find Inhibitors of T. brucei phosphofructokinase | AID 485367, 2010 | 0.17% of 330,000 active | Potency, µM (top dose mostly 57.5 µM), for inactives: at the top dose activity, negative = inhibition, hits mostly inhibitors | ATP-dependent 6-phosphofructokinase (Trypanosoma brucei brucei), O15648 | T. brucei PFK, ADP-Glo luminescence;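 further: potency means the concentration at half of the fitted maximal effect; 0% = uninhibited 1x PFK enzyme wells and -100% = no-enzyme wells; nearly all actives have a fitted effect of over 60% in size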
Target sequence (O15648 whole entry, looked up): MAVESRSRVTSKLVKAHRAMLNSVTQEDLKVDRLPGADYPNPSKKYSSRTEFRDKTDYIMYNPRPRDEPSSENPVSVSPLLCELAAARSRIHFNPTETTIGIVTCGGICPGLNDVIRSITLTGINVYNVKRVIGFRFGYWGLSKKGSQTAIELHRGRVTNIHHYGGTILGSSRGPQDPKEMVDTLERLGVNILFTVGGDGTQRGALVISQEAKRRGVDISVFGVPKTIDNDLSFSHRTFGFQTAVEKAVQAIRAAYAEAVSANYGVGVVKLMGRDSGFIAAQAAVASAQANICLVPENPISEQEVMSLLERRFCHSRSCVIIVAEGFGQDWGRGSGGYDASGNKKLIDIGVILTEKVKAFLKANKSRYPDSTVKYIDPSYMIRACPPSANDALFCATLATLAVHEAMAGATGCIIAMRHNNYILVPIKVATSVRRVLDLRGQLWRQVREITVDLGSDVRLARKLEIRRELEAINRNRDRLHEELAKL
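Activity is normalized to no-enzyme wells (full inhibition) and 1.25 nM enzyme wells (no inhibition). Reaction: 0.5 mM F6P, 0.1 mM ATP, 45 min RT, ADP-Glo luminescence; concentration-response curves fitted and classed by quality.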
* = called active by the depositor; ? = inconclusive; . = no result given; [ ] = another dose, or the depositor's remark. Unless noted, the call rests on the fitted dose curve; in most records, active means well fitted curve in the direction sought with a large enough effect; inconclusive means small, poorly fitted or top-dose-only effect, or another doubt; inactive means no such curve, though single readings can be large; an effect the other way counts as inactive or inconclusive. Compounds were not picked by outcome; overall some 3% were active at least once.

Values run as follows: Chronic BCR inh, PTAP TSG101 blk, TSHR antag, B2AR arrestin, Eya2 inh, ELG1 DNA repair, TCR activator, uPA surface inh, USP2a inh, Mito fusion yeast, Tb PFK block
O=C(CNC(=O)c1ccccc1F)Nc1ccccc1C(F)(F)F
→ -4%, -3%, 4, -0.1%, 2%, 1%, 2%, -2%, 1%, 2%, 3%
O=C1CN(CC(=O)N2CCOCC2)c2ccccc2O1
→ ?, ., 21, 0.3%, -1%, 23%, ., ., 0%, -16%, 0%
Cc1cccc(NC(=O)Nc2ccc(OCc3ccccc3)cc2)n1
→ -1%, 0%, 2, -0.4%, 2%, 15%, 5%, 2%, 1%, -16%, -5%
O=C(CCSCc1ccccc1Cl)NCc1cccs1
→ 19%, -5%, -13, 0.0%, -10%, 1%, 2%, 4%, 6%, -4%, 1%
O=C1/C(=C/c2ccccn2)COc2ccccc21
→ 3%, 0%, 38, 0.0%, -27%, ?, -5%, ., 1%, 10%, -5%
Clc1ccc(-c2nnc(Sc3nc4ccccc4o3)c3ccccc23)cc1
→ ?, -6%, -18, 0.3%, 1%, ?, -15%, -30%, 2%, -3%, -5%
COc1ccccc1CNC(=O)[C@H](CCSC)NC(=O)[C@@H]1Cc2ccccc2CN1
→ -14%, -2%, 1, -1.5%, -15%, -1%, -4%, 0%, 2%, -1%, 0%
COc1ccc(CCNC(=O)COC(=O)Cc2ccc(OC)cc2)cc1
→ 14%, 1%, 4, 0.5%, -3%, -3%, -2%[46.1 µM], 0%, 3%, -3%, 4%
O=C(Cc1ccc([N+](=O)[O-])cc1)Nc1ccc2c(c1)CCC2
→ -7%, 0%, -14, -0.6%, 4%, 18%, 15%, 2%, 2%, -7%, 1%
CC(NC(=O)CCCCCN1C(=O)c2ccccc2C1=O)c1ccc2c(c1)CCCC2 (stereo unspecified)
→ 3%, -1%, -32, 0.3%, 12%, ?, 7%, -7%, -1%, ?, -9%
CCc1nn(C(C)C(=O)N2CC(C)CC(C)C2)c(=O)c2cc3occc3n12 (stereo unspecified)
→ 3%, -7%, 18, -0.7%, 4%, 9%, -6%, -5%, 1%, -1%, 0%
C[C@@H]1CC=C[C@H]2[C@H]1C(=O)N(Cc1ccccc1)[C@H]2c1cccc([N+](=O)[O-])c1
→ 8%, ., 3, 0.2%, 5%, -1%, -7%, -1%, 1%, ?, 1%
CC1CCCCN1c1nnc(NC(=O)Cn2c(=O)oc3ccccc32)s1 (stereo unspecified)
→ 9%, -2%, 4, 0.9%, 12%, -3%, -3%, 13%, -15%, 3%, -9%
Clc1ccc2c(c1)C1OCCC1C(c1ccco1)N2 (stereo unspecified)
→ ?, -6%, 38, -0.8%, -12%, ?, 2%, -3%, 5%, 3%, -2%
O=C(CCN1CCN(Cc2ccccc2)CC1)Nc1cccc(Cl)c1
→ 0%, -6%, -4, 0.2%, 3%, ?, 1%, -6%, 4%, -3%, -2%
O=C(c1cccc(F)c1)N1CCN(C(=O)c2nn3cccnc3c2Cl)CC1
→ ?, -2%, 16, -0.6%, 9%, 0%, -5%, -6%, 3%, 15%, ?
C#CCOCCOCCOCCNc1nc(N2CCN(C(=O)[C@H](CCCCN)n3cc(CC(C)O)nn3)CC2)nc(N2CCN(C(=O)[C@H](CCCCN)n3cc(CC(C)O)nn3)CC2)n1 (stereo partly specified)
→ 7%, -1%, -2, 0.0%, 5%, 18%, 4%, -4%, 1%, 0%, -1%
O=C(Oc1ccc(N(Cc2cccs2)C2=NS(=O)(=O)c3ccccc32)cc1)c1ccc(Cl)cc1
→ 10%, -5%, 0, -0.2%, -3%, -26%, 0%[46.1 µM], -2%, 1%, 4%, -6%
O=C(NCc1ccc(F)cc1)C1CCN(S(=O)(=O)N2CCCCC2)CC1
→ 2%, -3%, 4, 0.7%, 11%, -12%, ., ., -1%, 0%, -3%
CS(=O)(=O)Nc1cccc(S(=O)(=O)N2CCN(C(=O)c3ccccc3)CC2)c1
→ ?, 0%, 6, -0.3%, 3%, 1%, 2%, -1%, 10%, 6%, 4%
CCc1sc(C(=O)N2CCc3ccccc32)cc1C
→ -2%, 4%, 5, -1.1%, -10%, ?, 5%, ?, 2%, ?, -6%
Clc1ccccc1-c1nnc2sc(CCc3ccccc3)nn12
→ ?, ., 0, -0.2%, -20%, -2%, ., 1%, -4%, 10%, -8%
Cc1cc(C(=O)N2CCN(S(C)(=O)=O)CC2)sc1-c1ccccc1
→ 2%, -5%, -13, -0.5%, 19%, 7%, -11%, ., 1%, 4%, 2%
COc1cc(C(=O)NCCNC(=O)c2cnccn2)cc(OC)c1OC
→ -9%, -2%, -82*, -0.1%, -15%, ?, -7%, 1%, 2%, -2%, 12%
Cc1nc(C(=O)N2CCCC(N3CCN(c4ccccc4C)CC3)C2)cs1 (stereo unspecified)
→ -4%, 0%, -14, -0.2%, -5%, -21%, -3%, 9%, 1%, 2%, -2%
COc1cc(NC(=O)CCNC(=O)Cn2ccc3ccccc3c2=O)cc(OC)c1OC
→ 8%, -3%, -7, -0.7%, -2%, 7%, -5%, 10%, 2%, -36%[inhibitor], 4%
Cc1ccccc1OCc1nnc(SCC(=O)Nc2ccc3nc(SCC(=O)NC(C)(C)C)sc3c2)n1C
→ -1%, 1%, -6, -0.3%, 7%, ?, 2%, -22%, 1%, 0%, 2%
CCN1CCC2(CC1)N=C(c1ccc(F)cc1)C(=S)N2
→ -14%, 1%, 8, 0.1%, 8%, -15%, -37%, 2%, 10%, 8%, -11%
Cc1c(CNCc2cccs2)c(C(=O)O)c(C)n1Cc1ccccc1
→ 10%, -1%, 0, -0.2%, 9%, -1%, 2%[46.1 µM], 10%, 2%, 1%, -2%
CCOC(=O)CSc1nc2ccccc2n2c(C)nnc12
→ -3%, -6%, -2, -0.1%, -21%, 18%, 5%, -2%, 3%, 19%, 1%
O=C(/C=C/c1c(F)cccc1Cl)Nc1ccncc1
→ ?, -3%, -9, 2.4%, 2%, ?, 3%[46.1 µM], 0%, -1%, 7%, 0%
CCCn1c(=O)c2c(nc(Br)n2CCC)n(C)c1=O
→ 2%, -3%, 8, 0.5%, -2%, 0%, 2%, 0%, 1%, 6%, 3%
O=C(CN1CCOCC1)Nc1ccc(S(=O)(=O)NC2CCCCC2)cc1
→ -1%, -8%, 39, -0.7%, 10%, ?, -6%, 6%, 1%, 2%, 1%

Of the compounds above, two contain a nitro group on carbon.
Values run as follows: Chronic BCR inh, PTAP TSG101 blk, TSHR antag, B2AR arrestin, Eya2 inh, ELG1 DNA repair, TCR activator, uPA surface inh, USP2a inh, Mito fusion yeast, Tb PFK block
O=C(Cc1ccc([N+](=O)[O-])cc1)Nc1ccc2c(c1)CCC2
→ -7%, 0%, -14, -0.6%, 4%, 18%, 15%, 2%, 2%, -7%, 1%
C[C@@H]1CC=C[C@H]2[C@H]1C(=O)N(Cc1ccccc1)[C@H]2c1cccc([N+](=O)[O-])c1
→ 8%, ., 3, 0.2%, 5%, -1%, -7%, -1%, 1%, ?, 1%
